# Bioassay records from PubChem.
# Pf growth 96h: inhibits malaria parasite growth, 96 h. P. falciparum luciferase reporter growth, 96 h. Potency, µM (highest dose often 28.7 µM), without a hit: at the top dose activity change, negative = inhibition, hits mostly inhibitors. 6.9% of 320,000 active; note: potency is the fitted concentration of half-maximal effect; % is set by controls: 0 for no effect and ±100 for the full control effect
#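 Plates of compound plus infected erythrocytes (2% hematocrit, 0.05% parasitemia final) incubate 96 hours, 37 C, 5% CO2. Detection reagent added; reduced luminescence from the parasites' luciferase reporter flags inhibition.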
# Pf growth 48h: P. falciparum growth inhibition at 48 hours (one generation) | P. falciparum luciferase growth in erythrocytes, 48 h | Potency, µM (top dose mostly 28.7 µM), without a hit: at the top dose activity change, negative = inhibition, hits mostly inhibitors | 5.9% of 310,000 active | AID 504832; note: potency is the fitted concentration of half-maximal effect; % is set by controls: 0 for no effect and ±100 for the full control effect
#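 Luminescence readout; reporter = integrated firefly luciferase in P. falciparum. RBC culture at 2% hematocrit, 0.1% parasitemia final, 37 C/5% CO2; decreased signal taken as growth inhibition.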
# Cycloheximide cs: counter-screen hit for Shiga toxin inhibitors, cycloheximide; AID 2314; max response, %; 12% of 300,000 active; cell reporter, cycloheximide protein synthesis inhibition counterscreen; in the data active = max response mostly above about 13%, no sharp cut-off; inactive = mostly below about 14%; note: read at 38.3 µM for the half of the compounds with a filed dose; 0% is about no effect
# Shiga toxin inh: inhibitors of Shiga toxin in Vero cells; Vero cells, Shiga toxin protein synthesis inhibition reporter; inhibition, % at 38.7 µM; 9.2% of 290,000 active; in the data active = inhibition mostly above about 28%, no sharp cut-off; inactive = mostly below about 43%; note: 0% is about no effect
# Tb PYK inh: T. brucei pyruvate kinase inhibition. Q57TT1. TbPYK enzyme, Kinase-Glo Plus ATP luminescence, 45 min. 0.12% of 410,000 active. Potency, µM (titrated, usually from 76.8 µM), for the others: at the top dose activity, negative = inhibition, most hits filed as inhibitors; note: potency is the fitted concentration of half-maximal effect; % is set by controls: 0 for no effect and ±100 for the full control effect; nearly all actives have a fitted effect of over 50% in size
#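 Luminescent Kinase-Glo Plus end-point after 45 min room-temperature reaction of T. brucei pyruvate kinase started with 130 uM ADP (final). Buffer TEA 50 mM pH 7.2 with KCl, MgCl2, BSA, Tween-20; titration-based qHTS with fitted concentration-effect curves.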
# AmpC no deterg: AmpC beta-lactamase inhibition without detergent; P00811; 0.52% of 330,000 active; Potency, µM (highest dose often 57.1 µM), inactives show at the highest dose activity change, negative = inhibition, actives largely listed as inhibitors; AmpC nitrocefin hydrolysis, absorbance 480 nm, 0.0001% Triton;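 note: potency is the fitted concentration of half-maximal effect; plate controls were no compound for no effect and no enzyme for full effect; nearly all actives have a fitted effect of over 20% in size; some results filed as inactive show a strong effect at the top dose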
# Target sequence (P00811 whole entry, looked up): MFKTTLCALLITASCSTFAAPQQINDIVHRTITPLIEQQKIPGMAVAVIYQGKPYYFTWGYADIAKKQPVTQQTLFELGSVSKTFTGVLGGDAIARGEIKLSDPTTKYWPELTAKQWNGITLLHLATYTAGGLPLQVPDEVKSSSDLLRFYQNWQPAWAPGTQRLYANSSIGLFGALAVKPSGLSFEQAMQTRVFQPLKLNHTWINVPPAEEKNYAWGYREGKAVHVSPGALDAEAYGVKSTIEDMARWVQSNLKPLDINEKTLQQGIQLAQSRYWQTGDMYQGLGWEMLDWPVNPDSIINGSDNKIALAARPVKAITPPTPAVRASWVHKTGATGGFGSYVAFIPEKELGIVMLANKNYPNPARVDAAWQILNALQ
#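 AmpC (5.3 nM in the dispensed reagent) in 20 mM phosphate pH 7.0 with 0.01% (detergent screen) or 0.0001% Triton X-100 was preincubated with compounds for 15 min at room temperature. Nitrocefin was then added from an 800 uM solution, and hydrolysis was followed at 480 nm.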
# LmPK inhibitor: LmPK (Leishmania mexicana) enzyme inhibition; Q27686; 0.37% of 290,000 active; purified LmPK, Kinase-Glo ATP luminescence, 1 h; Potency, µM (top dose mostly 57.5 µM), inactives show at the highest dose activity change, negative = inhibition, usual class: inhibitors; note: potency is the fitted concentration of half-maximal effect; % is set by controls: 0 for no effect and ±100 for the full control effect
# Target sequence (Q27686 whole entry, looked up): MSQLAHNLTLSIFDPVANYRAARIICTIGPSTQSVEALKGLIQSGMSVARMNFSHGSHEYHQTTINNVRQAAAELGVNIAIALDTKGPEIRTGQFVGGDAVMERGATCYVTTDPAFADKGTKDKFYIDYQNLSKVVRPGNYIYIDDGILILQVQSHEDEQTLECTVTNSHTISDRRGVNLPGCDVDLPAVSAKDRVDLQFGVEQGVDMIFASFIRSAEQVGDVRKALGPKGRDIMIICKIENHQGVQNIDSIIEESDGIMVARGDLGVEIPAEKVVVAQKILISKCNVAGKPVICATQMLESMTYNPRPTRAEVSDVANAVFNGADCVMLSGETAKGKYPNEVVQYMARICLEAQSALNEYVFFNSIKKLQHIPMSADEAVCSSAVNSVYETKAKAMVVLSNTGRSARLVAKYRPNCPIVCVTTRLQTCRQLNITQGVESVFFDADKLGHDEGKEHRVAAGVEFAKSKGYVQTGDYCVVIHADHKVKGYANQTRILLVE
#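 ATP generated from ADP (0.1 mM) and PEP (0.5 mM) by 0.1 nM LmPK over 1 h at room temperature (pH 7.2 imidazole buffer) was detected by coupled luciferase luminescence. Values were normalized to uninhibited and no-enzyme wells.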
# An asterisk follows results filed as active; ? = inconclusive; / = no result given; & = joins results of further samples; [ ] = another dose, or the depositor's remark. Unless noted, calls come from the whole dose curve; as a rule, active = well fitted curve in the direction sought with a large enough effect; inconclusive = small, poorly fitted or top-dose-only effect, or another doubt; inactive = no such curve, though single readings can be large; an effect the other way counts as inactive or inconclusive.
SMILES,Pf growth 96h,Pf growth 48h,Cycloheximide cs,Shiga toxin inh,Tb PYK inh,AmpC no deterg,LmPK inhibitor
COc1cc(CC(=O)OCC(=O)NC2CC2)cc(OC)c1OC,12%,1%,4,3,5%,-16%,13%
C=CCn1c(SCC(N)=O)nnc1-c1cnccn1,?,9%,-1,-8,-5%,-2%,-4%
COc1cc(/C=C/C(=O)OCC(=O)N(C)CC(=O)Nc2ccc(F)cc2)ccc1OC(F)F,-22%,?,/,/,2%,56%,/
Cc1cccc(NC(=O)C2CCCN2C(=O)OCC(C)C)c1 (centres undefined),?,-8%,1,-15,-4%,-10%,5%
O=C(NCCc1ccccc1)c1nc(CS(=O)(=O)c2ccc(Cl)cc2)no1,66%[activator],?,-2,17,-1%,-31%,6%
CN(C)S(=O)(=O)c1ccc(NC=C(C#N)C#N)cc1,?,-3%,-4,12,6%,-20%,-5%
Cc1ccc(C(=O)CN(CCC(=O)O)S(=O)(=O)c2ccc([N+](=O)[O-])cc2)cc1,52%[activator],31%[activator],/,/,4%,-10%,/
Cc1c(C(=O)C(=O)N2CCN(C)CC2)c2ccccc2n1C,?,-2%,1,22,-3%,-16%,2%
c1ccc2sc(NC3=NCN(CC4CCCO4)CN3)nc2c1 (centres undefined),?,84%[activator],36*,32,-2%,4%,-4%
Cc1ccccc1-c1nnn(Cc2cccc(S(=O)(=O)N3CCOCC3)c2)n1,-28%,?,/,/,-3%,0%,/
O=C(O)CN(CCc1ccccc1)S(=O)(=O)c1ccccc1,26%,-7%[0.00184 µM],-2,-2,0%,-12%,0%
O=C1Cc2cc(NS(=O)(=O)c3ccc(F)cc3)cc3c2N1CCC3,18%,-3%,/,/,7%,-27%,/
Cc1ccc([N+](=O)[O-])cc1NC(=O)CSc1nncc2ccccc12,-94%,-7%,3,-5,2%,-22%,-9%
Cc1c(C(=O)N2CCCCCC2)oc2ccccc12,/,22%,15,22,-3%,5%,1%
COc1cc(C(=O)N2CCN(S(=O)(=O)c3ccc(C)cc3)CC2)ccc1OCc1c(C)noc1C,/,4.1µM*,-3,23,-5%,107%[activator],2%
Cc1[nH]nc2c1/C(=N\O)CCC2,0%,19%,7,10,-1%,-7%,3%
CN1C(=O)C(C)(C)c2cc(S(=O)(=O)NCC(=O)NCc3ccccc3)ccc21,?,-5%,-2,16,1%,1%,0%
CN(CCc1ccccn1)C(=O)c1cccnc1Oc1ccccc1,6%,0%,-2,6,3%,-11%,-1%
O=C(O)c1ccccc1C(=O)Nc1ccc(S(=O)(=O)Nc2nccs2)cc1,3%&-21%,0%&-6%,/,/,6%&-5%,-15%,/
C=CCN1C(=O)c2ccc(C(=O)N(CC)CC(=O)Nc3ccc(OC)cc3)cc2C1=O,8%,?,/,/,2%,-17%,/
N#Cc1c(NC2CCCCC2)nc(-c2ccco2)c2c1CCCC2,?,/,-7,-5,1%,-27%,-2%
CC(NS(=O)(=O)c1ccccc1)C(c1cccs1)N1CCN(c2ccccc2)CC1 (centres undefined),8.3µM*,?,-1,-2,2%,-26%,7%
CC(=O)N1CCCc2cc(S(=O)(=O)Nc3ccc(C)cc3C)ccc21,-26%,0%,-5,-10,4%,-9%,0%
NC(=O)c1cccnc1Oc1ccccc1,18%,-1%,-2,-7,29%,-20%,-5%
CCOc1ccc(C(NC(=O)c2ccco2)c2ccc(OC)c(OC)c2)cc1 (centres undefined),/,-8%,-1,-9,2%,60%,1%
N#CCSc1nnc(-c2ccc(S(=O)(=O)N3CCOCC3)cc2)n1CC1CCCO1 (centres undefined),78%[activator],0%,-3,15,8%,-2%,3%
CCCCOc1ccc(C2=CSC3=NCCN23)cc1[N+](=O)[O-],0%,?,-2,2,-15%,-6%,0%
COC(=O)[C@H](CCSC)NC(=O)NCc1ccc(S(N)(=O)=O)cc1,21%[5.75 µM],/,-3,-5,19%,-11%,4%
COCCn1c(SCC(=O)N2CC(=O)Nc3ccccc32)nc2ccccc2c1=O,?,?,5,24,-5%,-21%,1%
Cc1ccccc1-[n+]1c(-c2ccccc2)cc(-c2ccccc2)cc1-c1ccccc1,0.19µM*,0.33µM*,/,/,0%,25%,/
CCOC(=O)CN1NC2(CCCCC2)NC1=S,-18%,/,-1,-4,-4%,-6%,-4%
O=C1NN=C(CSc2n[nH]c(=S)s2)CS1,34%[activator],-12%,0,-12,-23%,-13%,-4%
Cn1nccc1NC(=O)Nc1cccc(Cl)c1Cl,32%[activator],35%[activator],7,6,-2%,-15%,1%
COc1ccccc1N(CC(=O)NCc1ccccc1)S(C)(=O)=O,?,9%,-2,-5,0%,-8%,4%
C[C@H](NC(=O)c1ccc(C(C)(C)C)cc1)C(=O)N1CCC2(CC1)NCCc1[nH]cnc12,18%,6%,-2,-4,3%,30%,-1%
N=c1oc2ccc(Cl)cc2cc1C(=O)Nc1ccc(F)cc1,10%,24%,24*,44*,-4%,-26%,9%
CC(=O)Oc1ccc(-c2ccc(C(=O)NCCc3ccc(S(N)(=O)=O)cc3)cc2)cc1,13%,0%,-1,-3,0%,-51%,0%
O=C(Nc1nc2ccc(Oc3ccccc3)cc2s1)c1cc([N+](=O)[O-])ccc1N1CCOCC1,?,?,-2,-5,-12%,-28%,0%
COc1cccc2c1OC[C@@H](CO)[C@H]2N(C)C(=O)Nc1ccc(Cl)cc1Cl,27%,-1%,-4,-3,0%,137%[activator],4%
Cc1ccc(NC(=O)CSc2nc3c(c(=O)[nH]2)CCCC3)cc1C,-6%,23%,-2,-12,0%,-15%,-7%
COc1ccc(C(=O)N2CCCc3ccccc32)cc1Br,?,-11%,1,-7,-3%,2%,1%
Cc1ccc(-n2c(Cn3cnc4ccccc43)nnc2SCC(=O)O)cc1,3%,?,-3,15,-6%,-10%,-7%
Cc1cccc(NC(=O)CSc2nc(=O)n(CCCN3CCOCC3)c3c2CCCC3)c1,?,?,/,/,-5%,197%[activator],/
COc1ccc(CCN(C)C(=S)NC(=O)c2ccc(F)cc2Cl)cc1OC,-26%,-9%,15,-13,-18%,-21%,-8%
Cn1c(CSc2ncccn2)nnc1SCC(=O)N1CCCC1,?,11%,1,16,5%,-15%,0%
O=C(CSc1nc2ccccc2[nH]1)NC(=O)NCc1ccco1,?,7%,9,43,-2%,-36%,2%
Cc1ccccc1-n1c(SCC(=O)N/N=C/c2c(C)nn(-c3ccccc3)c2C)nc2ccccc2c1=O,?,?,-3,-14,1%,14%,6%
COc1cc(C)c(C)cc1S(=O)(=O)N1CCN(Cc2ccccc2)CC1,19%,?,-1,43,6%,113%[activator],6%
Cn1c2c(c(=O)n(C)c1=O)C(c1ccc(O)cc1)Nc1ccccc1O2 (centres undefined),-22%,/,-4,-13,4%,-16%,6%
CC(C)NC(=O)c1onc(CSc2ccc(Cl)cc2)c1C(=O)NC(C)C,3.3µM*,5.2µM*,-2,-2,-3%,38%,1%
N=C1CCCN1CC(=O)c1ccc(Cl)cc1,-4%,33%[activator],-3,19,5%,-17%,3%
COc1ccc(/C=N/OCc2ccc(Br)cc2)c(OC)c1,38%[activator],33%[activator],30*,31*,-1%,-45%,2%
CCOC(=O)C1=C(C)NC(SCC(N)=O)=C(C#N)C1c1ccncc1 (centres undefined),-17%,-7%,-2,0,10%&-1%,-21%,-4%
Cc1noc(C)c1C(=O)Nc1cccc(S(=O)(=O)N2CCOCC2)c1,-26%,14%,/,/,-7%,-6%,/
Cc1ccc(C)n1NC(=O)c1cccs1,?,?,10,15,0%,-28%,1%
COc1cc(CNn2nnnc2N)ccc1OCc1c(Cl)cccc1Cl,28%,?,3,-27,-1%,-1%,2%
Fc1c(F)c(F)c(N2CCNCC2)c(F)c1F,?,/,-12,21,3%,-3%,5%
CCOCCn1c(COc2ccccc2)nc2ccccc21,/,-21%,12,53,-3%,-26%,5%
CN(Cc1cnccn1)Cc1ccccc1OCC(O)CN1CCc2ccccc2C1 (centres undefined),14%,12µM*,1,47,-3%,41%,-5%
Cc1ccc(NC(=S)NC(=O)CC2CC(C)(C)OC2=O)cc1 (centres undefined),381%[activator],50%[activator],13,7,2%,-16%,0%

# Entries of single compounds, looked up by structure. Order of values: Pf growth 96h	Pf growth 48h	Cycloheximide cs	Shiga toxin inh	Tb PYK inh	AmpC no deterg	LmPK inhibitor
# N=C1CCCN1CC(=O)c1ccc(Cl)cc1 across the screens: -4%	33%[activator]	-3	19	5%	-17%	3%
# Fc1c(F)c(F)c(N2CCNCC2)c(F)c1F across the screens: ?	/	-12	21	3%	-3%	5%
# COc1cc(CNn2nnnc2N)ccc1OCc1c(Cl)cccc1Cl across the screens: 28%	?	3	-27	-1%	-1%	2%
# Cc1ccc(NC(=S)NC(=O)CC2CC(C)(C)OC2=O)cc1 (centres undefined) across the screens: 381%[activator]	50%[activator]	13	7	2%	-16%	0%

# The list goes on.
SMILES,Pf growth 96h,Pf growth 48h,Cycloheximide cs,Shiga toxin inh,Tb PYK inh,AmpC no deterg,LmPK inhibitor
CCCOc1ccc(N2C(=O)CC(N3CCOCC3)C2=O)cc1 (centres undefined),/,16%,6,19,-3%,-16%,2%
NNc1nc2c(Cl)c(Cl)ccc2s1,-8%,2%,25*,30*,-10%,-43%,-6%
O=C(NNc1ccc([N+](=O)[O-])cc1[N+](=O)[O-])c1ccco1,-14%,-14%,-2,-14,?,-14%,-30%
CCc1ccc(C(=O)Nc2ccc(C)c(NS(C)(=O)=O)c2)cc1,-6%,36%[activator],7.6*,39,0%,-15%,3%
CCOC(=O)N1CCN(C(=O)COC(=O)c2oc3ccc(OC)cc3c2C)CC1,19%,-3%,16*,32*,7%,71%[activator],-2%
O=c1cc(-c2cccc([N+](=O)[O-])c2)[nH][nH]1,-12%,-20%,-4,9,-1%,-46%,-3%
CCOc1nc(C)cc(C)c1S(=O)(=O)c1cccc(C)c1,0%,-25%,-1,21,/,4%,0%
CCc1ccc(C(=O)Nc2ccc3nc(C)ccc3c2)cc1,78%[activator],21%[0.00184 µM],31*,48,0%,-1%,5%
O=NN(CCCl)C(=O)NCCCl,27%&1%,10%&0%,/,/,8%&3%,-5%,/
Cc1c(CCC(=O)O)c(=O)oc2cc3occ(-c4ccc(Cl)cc4)c3cc12,?,?,14,-4,4%,-4%,5%
CC(Oc1ccccc1F)c1nnc(SCC(=O)Nc2ccc(N3CCOCC3)cc2)o1 (centres undefined),?,-20%,/,/,0%,-16%,/
O=S(=O)(NCCc1ccccc1)c1ccc(Br)cc1,13µM*,-6%,10,11,-3%,-28%,-12%
CN(C)CCCNc1oc(-c2ccccc2Cl)nc1S(=O)(=O)c1ccc(F)cc1,-42%,?,-2,-10,-1%,93%[activator],0%
Clc1ccc(-c2nnc(CNC3CC3)o2)cc1,32%[activator],29%,21*,23,5%,-16%,-4%
CC(=O)Nc1ccc2c(c1)CN(c1cc(C)ccc1C)CO2,?,6%,-3,-13,-6%,-35%,3%
Nn1c(Cc2cccc3ccccc23)nnc1SCc1c(F)cccc1Cl,-20%,-13%,-1,15,0%,-21%,3%
COc1cccc(/C=N/Nc2nnc3c(n2)[nH]c2ccccc23)c1OC,0%,-6%,36*,50*,-4%,-42%,1%
CCCCCc1ccc(CC(=O)O)cc1,9.3µM*,10%,10,5,7%,-14%,-5%
